Screens: PubChem BioAssay, PCMD
FXIa single inh: inhibitors of human coagulation factor XIa. P03951. inhibition, % at 10 µM. AID 687. purified human FXIa, fluorogenic AMC substrate cleavage. 0.3% of 33,000 active;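 active = inhibition above 40% in the primary screen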;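 note: 0% = enzyme without compound and 100% = blank wells lacking enzyme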
FXIIa single: blocks human coagulation factor XIIa activity; P00748; purified human FXIIa, AMC substrate fluorescence, 2 h; inhibition, % at 10 µM; 0.2% of 33,000 active; in the data active = inhibition above about 30%;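 note: 0% = enzyme with vehicle only and 100% = no enzyme blank; many of its hits are not listed in these tables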
Target sequence (P00748 20-372 limits assumed): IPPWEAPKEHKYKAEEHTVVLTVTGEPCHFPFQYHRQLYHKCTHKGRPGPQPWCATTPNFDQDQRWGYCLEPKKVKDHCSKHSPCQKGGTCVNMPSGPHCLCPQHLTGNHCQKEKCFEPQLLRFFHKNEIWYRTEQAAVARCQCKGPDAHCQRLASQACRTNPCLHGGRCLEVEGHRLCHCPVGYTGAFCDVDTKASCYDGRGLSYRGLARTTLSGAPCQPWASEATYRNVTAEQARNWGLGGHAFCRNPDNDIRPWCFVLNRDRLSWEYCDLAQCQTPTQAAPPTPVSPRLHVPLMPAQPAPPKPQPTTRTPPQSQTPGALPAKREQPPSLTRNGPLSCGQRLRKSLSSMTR
Target sequence (P00748 373-615 limits assumed): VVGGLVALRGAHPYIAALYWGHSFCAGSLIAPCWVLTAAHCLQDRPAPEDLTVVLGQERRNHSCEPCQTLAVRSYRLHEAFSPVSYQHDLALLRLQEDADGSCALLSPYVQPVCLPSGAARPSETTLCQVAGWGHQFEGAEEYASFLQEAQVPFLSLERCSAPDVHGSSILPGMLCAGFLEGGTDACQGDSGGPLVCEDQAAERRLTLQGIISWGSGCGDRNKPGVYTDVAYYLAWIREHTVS
* = called active by the depositor; & = joins results of further samples.

SMILES	FXIa single inh	FXIIa single
Cc1cccc(NC(=O)CC2S/C(=N/c3nccs3)N(C)C2=O)c1 (stereo not given)	1	14
CCN(CC)c1ncn(Cc2c(Cl)cccc2Cl)c2ncnc1-2	-8	3
Cn1c(-c2sc3cc(C(F)(F)F)cnc3c2-c2cccnc2)n[nH]c1=S	-2	-4
CC(=O)c1cccc(NC(=O)c2cc(-n3cnnc3)ccc2Cl)c1	4	2
C(#CCN1CCOCC1)COCCOC(c1ccccc1)c1ccccc1	-2	15
Cc1ccc(OCc2nnc(SCC(=O)CC(=O)Nc3ccccc3)o2)cc1	-5	2
Nc1ccc(C(=O)O)c(O)c1	2&3	1&5
CN1C(=O)c2cccc(NCCCCCCN3C(=O)c4ccccc4C3=O)c2C1=O	-10	-11
O=C1Nc2cc(Cl)c(Cl)cc2N(O)N1c1ccc(Cl)cc1	2	1
C[C@]12CCC(=O)C=C1CC[C@@H]1[C@@H]2[C@@H](O)C[C@@]2(C)[C@H]1CC[C@]2(O)C(=O)CO	6	5
COc1ccc(NC(=O)c2cccc(Cn3cc(Br)cn3)c2)cn1	2	6
O=C(Nc1ccon1)c1ccccc1Cl	0	5
CC(C)(C)NC(=O)CC(c1ccccc1)c1ccccc1O (stereo not given)	-1	15
Nc1nonc1-c1nc2ccccc2n1Cc1ccccc1	-5	0
C=CCc1ccc(OCC(O)CN2CCC(Cc3ccccc3)CC2)c(OC)c1 (stereo not given)	-1	9
NC12CCc3c(no[n+]3[O-])C1(O)CC(c1ccccc1)=[N+]2[O-] (stereo not given)	16	-13
CCN(CC)c1nc2ccccc2nc1-n1nc(C)cc1C	-4	6
COc1ccccc1C(=O)NCc1ccccc1	1	-12
COc1ccccc1-n1c(SCC(=O)Nc2cccc(C)c2)nc2c(c1=O)SCC2	-1	4
O=C(CN1C(=O)NC2(CCCCCC2)C1=O)NCc1ccco1	-4	5
CCC(C(=O)NCc1ccco1)N(C(=O)CNS(=O)(=O)c1ccccc1)c1ccc(OC)cc1 (stereo not given)	-3	0
CCOC(=O)c1c(C)c(C(=O)N2CCN(c3cccc(Cl)c3)CC2)c(C)n1C	-2	3
O=C(CC12CC3CC(CC(C3)C1)C2)NCC(=O)N1CCCC1	2	4
CCOC(=O)/C=c1\s/c(=C\c2c(OCC)ccc3ccccc23)c(=O)n1CC(=O)NCC1CCCO1 (stereo not given)	-7	1
COc1ccc(CN2CCn3ncc(C(=O)Nc4ccccc4)c3C2=O)cc1	1	10
NS(=O)(=O)c1ccc(Cc2ncc(C(F)(F)F)cc2Cl)s1	-3	12
c1ccc(COc2ccc(OCCOCCn3cncn3)cc2)cc1	0	6
CCOc1cc(C(=O)NC(C)CC)cc(OCC)c1OCC (stereo not given)	-3	7
CC(C)CC(c1nnnn1CC1CCCO1)N1CCN(c2cccc(Cl)c2)CC1 (stereo not given)	-4	4
O=C(NC1=NC2CCCCC2N1)c1ccccc1 (stereo not given)	7	2
CCOC(=O)c1c(CN2CCCCC2)n(C)c2cc(Br)c(O)cc12	10	6
Cc1cc(-n2c(C)cc(C(=O)CSc3nnnn3-c3ccccc3)c2C)no1	-6	6
Cc1noc(C)c1C(=O)N1CCc2ccccc2C1	0	1
CCNc1nc(SC)nc(N(C#N)CC(=O)OC)n1	-5	3
CCOc1ccc(OCCCCNCCN)cc1	-9	2
O=C(Nc1ccccc1-c1nnn(CC(=O)N2CCCc3ccccc32)n1)c1ccc(Cl)cc1	1	3
COc1ccc(CN(Cc2cc3ccc(C)cc3[nH]c2=O)Cc2nnnn2C2CCCC2)cc1	3	4
Cc1csc(NC(=O)C2C3C=CC(C3)C2C(=O)O)n1 (stereo not given)	13	3
Cc1cc(C(=O)NC(C)c2ccc3c(c2)OCO3)cs1 (stereo not given)	1	7
C=CCN1C(=O)C2(C(C(=O)c3ccc(C)o3)=C(O)C(=O)N2CCCN2CCOCC2)c2ccccc21 (stereo not given)	-2	-6
CCCCCOc1ccc(C(=O)C(c2ccccc2)N2CCOCC2)cc1 (stereo not given)	2	5
COC(=O)Cn1c(=O)n(CCc2ccccc2)c(=O)c2c3c(sc21)CCCC3	4	8
CCOCCOC(=O)C1=C(C)N(C)C(=O)NC1c1ccccc1Cl (stereo not given)	-2	-12
COC(=O)C1=C(C)N(c2cccc(Cl)c2)C(=O)C1	1	-11
COc1ccc(-c2noc(C3CCCN(S(=O)(=O)c4cccc(Cl)c4)C3)n2)cc1OC (stereo not given)	-2	-14
CCc1c(C)sc(NC(=O)c2cc(CC(C)C)on2)c1C#N	7	4
COc1ccc(OC)c(NC(=O)NCc2ccc(F)cc2)c1	5	0
Cc1sc(NC(=O)c2ccco2)c(C(c2cccnc2)N2CCCC2)c1C (stereo not given)	-1	5
COc1cccc(NC(=O)Cn2c(=O)c3c(ncn3Cc3ccccc3)n(Cc3ccccc3)c2=O)c1	-11	4
Cc1ccccc1NC(=O)CNc1ccccc1C(=O)NCc1ccco1	3	2
CCOC(=O)C1CCCN(Cc2ccc(OCC)cc2)C1 (stereo not given)	-3	0
Cc1cc(NC(=O)CSc2nc3c(sc4ccccc43)c(=O)n2CCCN2CCOCC2)n[nH]1	25	-15
COCCOc1nc2c(c(=O)n(C)c(=O)n2C)n1Cc1cccc(OC)c1	-2	5
CC(C(=O)OCC(=O)Nc1ncc(Cl)cc1Cl)N1C(=O)c2ccccc2C1=O (stereo not given)	-6	0
COc1cc2c(cc1OC)C1(Nc3c-2c(-c2ccccc2)nn3-c2ccccc2)C(=O)Nc2ccccc21 (stereo not given)	-6	6
CCC(CC)C(=O)Nc1cccc(C(=O)c2ccccc2)c1	-7	-9
COC(=O)COn1c(SC(C)C)nc2ccccc2c1=O	-6	0
O=C(Nc1nnc(CCN2CCOCC2)s1)c1ccccc1	30	-12
CCOC(=O)c1c(C)nc2ccccc2c1C	5	5
CN(C)c1ccnc(-n2cccc2/C=N/OCc2ccc(F)cc2Cl)c1C#N	-2	-1

In the list so far, 4 contain fluorine:
SMILES	FXIa single inh	FXIIa single
Cn1c(-c2sc3cc(C(F)(F)F)cnc3c2-c2cccnc2)n[nH]c1=S	-2	-4
NS(=O)(=O)c1ccc(Cc2ncc(C(F)(F)F)cc2Cl)s1	-3	12
COc1ccc(OC)c(NC(=O)NCc2ccc(F)cc2)c1	5	0
CN(C)c1ccnc(-n2cccc2/C=N/OCc2ccc(F)cc2Cl)c1C#N	-2	-1

Further compounds
SMILES	FXIa single inh	FXIIa single
CCCCOC(=O)NC1CCS(=O)(=O)C1 (stereo not given)	0	4
Cc1ccc2nc(SC(C)C(=O)NCc3ccco3)[nH]c2c1 (stereo not given)	4	7
CC(=O)Nc1ccc(NS(=O)(=O)c2ccc3ccccc3c2)cc1	2	-3
Cn1cnnc1SCCC(=O)Nc1ccc(Cl)cc1	3	7
CC(C)C(NC(=O)c1ccc(Cl)cc1)C(=O)O (stereo not given)	-2	-6
Nc1nnc(Cc2ccc(Cl)cc2Cl)s1	8	4
COC(=O)CNC(=O)C(C)NC(=O)CNC(=O)OCc1ccccc1 (stereo not given)	12	4
CCOC(=O)CSc1nc2ccc(Nc3nc(N4CCOCC4)nc(N4CCOCC4)n3)cc2s1	6	8
CSc1cc(C)nc(N(C)C(C)=O)n1	-8	8
CCCOc1ccc(N2C(=O)CC(N(Cc3ccc(S(N)(=O)=O)cc3)C(=O)CC)C2=O)cc1 (stereo not given)	-1	5
Cc1ccccc1CS(=O)(=O)c1cnc2ccccc2n1	2	0
CCCOc1ccc(C2/C(=C(/O)c3ccc(F)cc3)C(=O)C(=O)N2CCCN(C)C)cc1 (stereo not given)	0	3
Cc1ccc(C2(C(F)(F)F)N=C3Sc4cc(C)cc(C)c4N3C(=O)N2)cc1 (stereo not given)	-3	3
CCN1CCN(CCn2c(=S)[nH]c3cc4c(cc3c2=O)OCO4)CC1	9	3
CCOC(=O)N1CCN(c2c(N3CCN(c4ccc(OC)cc4)CC3)c(=O)c2=O)CC1	-4	6
Cc1cc(C)n(-c2nc3ccccc3nc2N2CCC(C)CC2)n1	-13	4
COc1ccc(C(=O)Nn2cnnc2)cc1	-4	9
Cc1ccccc1NC(=O)CSCCO	4	9
Cn1c(=O)oc2cc(S(=O)(=O)N3CCN(c4ccc(F)cc4)CC3)ccc21	-4	5
O=C(CC(Nc1ccc(Cl)cc1)C(=O)O)c1ccccc1 (stereo not given)	0	6
Cc1ccc(C2CC(C(F)(F)F)n3nc(C(=O)NCC4CCCO4)cc3N2)cc1 (stereo not given)	-1	4
COC(=O)c1ccc(NC(=O)c2cc3sccc3n2C)cc1	-9	9
N#Cc1nc(-c2ccc(Cl)cc2)oc1NCc1cccc2c1OCO2	3	-5
O=C(Nc1ccccc1)Nc1cccc(Cl)c1	5	6
CCOC(=O)c1c(NS(=O)(=O)Cc2ccccc2)sc2c1CCCC2	21	-5
COc1ccccc1NC(=O)N1CCCC(C(=O)Nc2cccc(C)c2C)C1 (stereo not given)	4	6
COc1ccc(OC)c(NC(=O)CC2C(=O)NCCN2C(=O)Nc2cccc(Cl)c2)c1 (stereo not given)	-10	1
CC1CN(C(=O)c2ccccc2Sc2ccccc2C#N)CC(C)O1 (stereo not given)	-1	7
c1cnc2c(OCc3nc4ccccc4[nH]3)cccc2c1	2	7
CCNC(=O)COc1cc(C)c(Cl)c(C)c1	-6	5

Some of these compounds in order of number of heavy atoms, highest first.
SMILES	FXIa single inh	FXIIa single
CCCOc1ccc(C2/C(=C(/O)c3ccc(F)cc3)C(=O)C(=O)N2CCCN(C)C)cc1 (stereo not given)	0	3
COc1ccc(OC)c(NC(=O)CC2C(=O)NCCN2C(=O)Nc2cccc(Cl)c2)c1 (stereo not given)	-10	1
Cc1ccc(C2CC(C(F)(F)F)n3nc(C(=O)NCC4CCCO4)cc3N2)cc1 (stereo not given)	-1	4
COc1ccccc1NC(=O)N1CCCC(C(=O)Nc2cccc(C)c2C)C1 (stereo not given)	4	6
Cn1c(=O)oc2cc(S(=O)(=O)N3CCN(c4ccc(F)cc4)CC3)ccc21	-4	5
CCOC(=O)c1c(NS(=O)(=O)Cc2ccccc2)sc2c1CCCC2	21	-5
Cc1cc(C)n(-c2nc3ccccc3nc2N2CCC(C)CC2)n1	-13	4
COC(=O)c1ccc(NC(=O)c2cc3sccc3n2C)cc1	-9	9
O=C(CC(Nc1ccc(Cl)cc1)C(=O)O)c1ccccc1 (stereo not given)	0	6
O=C(Nc1ccccc1)Nc1cccc(Cl)c1	5	6
COc1ccc(C(=O)Nn2cnnc2)cc1	-4	9
Cc1ccccc1NC(=O)CSCCO	4	9

The list goes on:
SMILES	FXIa single inh	FXIIa single
CCCCCC(=O)N1CCN(CCN=CC2=C(O)CC(c3cccs3)CC2=O)CC1 (stereo not given)	4	1
CN1CCN(c2nc3c(c(=O)[nH]c(=O)n3C)n2Cc2cccc3ccccc23)CC1	-2	5
COc1cc(NC(=O)CCc2ccccc2)nc(OC)n1	-1	1
CNc1cc([N+](=O)[O-])ccc1N/C=C/C(=O)c1cccs1	1	7
CCOc1ccc(-n2c(N)c(C(=O)NCc3ccco3)sc2=S)cc1	0	5
O=C(O)Cc1ccc(NC(=O)c2ccc(NC(=O)c3ccco3)cc2)cc1	-4	5
Cc1cccc(C(=O)NCc2nnc(SCC(=O)N3CCN(c4ccccc4)CC3)n2C)c1	-1	3
O=C(Nc1nccs1)c1cccc(S(=O)(=O)N2CCOCC2)c1	-4	8
Cc1sc(NC(=O)c2ccc(Cl)s2)c(C(N)=O)c1C	1	6
COc1ccc(NC(=O)C2CC(=O)NC3=C2C(=O)CC(C)(C)C3)cc1 (stereo not given)	-4	3
Nc1c(C(=O)NCCc2ccccc2)nnn1Cc1ccc(Cl)cc1	-6	0
CCCOc1ccc(Cn2c(C)nc([N+](=O)[O-])c2SCC(O)COC)cc1[N+](=O)[O-] (stereo not given)	35	18
Cc1ccc(CNC(=O)CS(=O)(=O)CC(=O)O)cc1	2	2
Cc1nc(SCC(=O)N(C)C2CCCCC2)[nH]c(=O)c1Cc1ccccc1	-9	0
CCOc1ccc(C(=O)N(C)C2CCS(=O)(=O)C2)cc1 (stereo not given)	-4	3
CCOc1ccc(-n2cc(C(=O)Nc3cccc(C)n3)c3cc(OC)c(OC)cc3c2=O)cc1	6	3
CCN1CCN(c2nc3sc4c(c3c(=O)n2-c2ccc(OC)cc2)CCCCC4)CC1	26	-16
CCc1nc(C)cn1S(=O)(=O)c1cc(Cl)c(OC)cc1Cl	-9	1
CCN(CC)S(=O)(=O)c1cccc(NC(=O)c2cc3ccccc3o2)c1	-14	9
CCCc1nc(SCC(=O)Nc2ccc(N3CCOCC3)cc2)c2ccccc2n1	2	7
COc1ccc(S(=O)(=O)Nc2cc(C(C)C)c(O)cc2C)cc1	-5	4
Cc1cc(NC(=O)c2ccc(COc3ccc(Cl)c(C)c3)o2)no1	-1	10
CC1(C)CC(N(Cc2cccs2)C(=O)c2ccco2)CCO1 (stereo not given)	-2	3
COC(=O)c1scc(C)c1N/N=C(\C)c1ccc(F)cc1F	8	9
Cc1ccc2oc(=O)c3cnn(CC(=O)N(Cc4ccco4)C4CCCCC4)c3c2c1	-1	5
O=C(c1cccc(S(=O)(=O)N2CCCCC2)c1)N1CCN(S(=O)(=O)c2ccc(F)cc2)CC1	1	3
Cc1sc2nc(C)n(/N=C/c3ccc(O)cc3)c(=O)c2c1C	-8	7
CCOc1cc(-c2cn(S(=O)(=O)c3cccc4nsnc34)nc2N)cc(OCC)c1OCC	1	11
O=C1Nc2ccccc2C12OCC(COc1ccc(Cl)cc1)O2 (stereo not given)	4	8
O=[N+]([O-])c1cccc(S(=O)(=O)N2CCC(c3nc(-c4ccncc4)no3)CC2)c1	9	3
O=C(Nc1ccccc1C(=O)O)c1ccccc1	15	-12
CCCn1c(SCC(=O)c2cc(C)ccc2C)n[nH]c1=O	-2	7
CCC(C(=O)O/N=C(\N)c1ccccc1)c1ccccc1 (stereo not given)	15	-9
CCc1cc2c(NCC3CCCO3)nc(C)nc2s1 (stereo not given)	-3	4
Cc1ccccc1CSCC(Nc1ccc(C(=O)O)cc1[N+](=O)[O-])C(=O)O (stereo not given)	-7	8
COc1ccc(C2N=C(c3ccccc3)C(C)(C)N2O)cc1 (stereo not given)	-1	13
O=C(c1ccc(CN2CCOCC2)cc1)N1CCN(c2ccccc2F)CC1	4	11

This is a subset; the hit share may differ from the screen's.
